Screens as filed in PubChem BioAssay.
DRD3 antagonist: qHTS of D3 Dopamine Receptor Antagonist: qHTS. AID 652054, 2013. 360,000 compounds, 2.5% hits. D(3) dopamine receptor (Homo sapiens), P35462. D3R cells, DiscoveRx beta-arrestin luminescence, antagonist mode; active compounds read low. max response, negative = inhibition, %; in the data active means max response below about -50%; inconclusive means no clear call, values can overlap the other calls; further: on the % scale 0 is the no-effect control and ±100 the full control effect; mostly tested at two doses, the higher about 12 µM
Target sequence (P35462 whole entry, looked up): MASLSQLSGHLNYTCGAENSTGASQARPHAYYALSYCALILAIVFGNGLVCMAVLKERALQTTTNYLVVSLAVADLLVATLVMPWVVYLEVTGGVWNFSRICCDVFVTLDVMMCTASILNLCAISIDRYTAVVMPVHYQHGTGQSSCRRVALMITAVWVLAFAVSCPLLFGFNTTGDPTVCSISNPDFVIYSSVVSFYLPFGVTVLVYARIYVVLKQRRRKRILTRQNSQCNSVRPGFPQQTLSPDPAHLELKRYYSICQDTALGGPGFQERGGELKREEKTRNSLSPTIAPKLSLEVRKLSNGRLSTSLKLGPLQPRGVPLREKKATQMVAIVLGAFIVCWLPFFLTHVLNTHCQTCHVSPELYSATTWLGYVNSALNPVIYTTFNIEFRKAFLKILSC
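Cells expressing the human receptor were seeded at 1500 cells/well, incubated overnight at 37 degrees C in 5% CO2, then exposed to library compounds with dopamine controls for 90 minutes at 37 degrees C before luminescent detection.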
IL-1B inflam inh: qHTS for Inhibitors of Inflammasome Signaling: IL-1-beta AlphaLISA Primary Screen. THP-1 LPS/ATP IL-1B secretion, AlphaLISA, 16 h; active compounds read low. activity change, % at 57.5 µM. 360,000 compounds, 4.7% hits. AID 743279, 2014; in the data active means activity change below about -50%; inconclusive means mostly about -30% to -49%; further: on the % scale 0 is the no-effect control and ±100 the full control effect
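Secreted IL-1B measured by AlphaLISA bead assay after 16 h compound exposure of THP-1 cells; compounds (final up to 57.5 uM) added 1 h before LPS (250 ng/mL) and ATP (1.25 mM) stimulation; lower signal means less secretion.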
HT1080 IDH1KD tx: qHTS for induction of synthetic lethality in tumor cells producing 2HG: qHTS for the HT-1080-IDH1KD cell line; HT-1080 IDH1 knockdown viability, ATP luminescence, 48 h; Potency, µM (titrated, usually from 46.1 µM), for the others: at the highest dose activity, negative = toxicity, hits mostly cytotoxic; 360,000 compounds, 2% hits;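 further: potency means the concentration at half of the fitted maximal effect; 0% = DMSO wells and -100% = cell-free medium wells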
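Using the IDH1-knockdown HT-1080 line run in the same batch and compound series as the NT line, viability after 48 h at 37 °C was determined by CellTiter-Glo luminescence and expressed as % activity.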
KB-3-1 tox: qHTS assay for MDR1-selective chemotherapeutics: Primary screen using the parental adenocarcinoma cell KB-3-1; KB-3-1 viability, CellTiter-Glo ATP luminescence, 72 h; Potency, µM (titrated, usually from 46.1 µM), without a hit: at the top dose activity change, negative = cytotoxic, most hits filed as cytotoxic; 400,000 compounds, 1.4% hits; further: potency means the concentration at half of the fitted maximal effect; on the % scale 0 is the no-effect control and ±100 the full control effect; nearly all actives have a fitted effect of over 60% in size
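KB-3-1 cells, DMEM (no phenol red) + 10% FBS; compound by pin transfer, 72 h, 37 °C. Readout: CellTiter-Glo luminescence after 10 min. Data normalized, curve-fitted.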
GLP-1R agonist: qHTS of GLP-1 Receptor Agonists | HEK293 GLP-1R CRE-luciferase, luminescence, 4-6 h; cells express a hypersensitive GLP-1R form | 380,000 compounds, 0.007% hits | AID 624172, 2012 | Potency, µM (series often up to 45.6 µM), without a hit: top-dose activation, usual class: activators; further: potency means the concentration at half of the fitted maximal effect; % of control where 0% means no effect
Target sequence (P43220 whole entry, looked up): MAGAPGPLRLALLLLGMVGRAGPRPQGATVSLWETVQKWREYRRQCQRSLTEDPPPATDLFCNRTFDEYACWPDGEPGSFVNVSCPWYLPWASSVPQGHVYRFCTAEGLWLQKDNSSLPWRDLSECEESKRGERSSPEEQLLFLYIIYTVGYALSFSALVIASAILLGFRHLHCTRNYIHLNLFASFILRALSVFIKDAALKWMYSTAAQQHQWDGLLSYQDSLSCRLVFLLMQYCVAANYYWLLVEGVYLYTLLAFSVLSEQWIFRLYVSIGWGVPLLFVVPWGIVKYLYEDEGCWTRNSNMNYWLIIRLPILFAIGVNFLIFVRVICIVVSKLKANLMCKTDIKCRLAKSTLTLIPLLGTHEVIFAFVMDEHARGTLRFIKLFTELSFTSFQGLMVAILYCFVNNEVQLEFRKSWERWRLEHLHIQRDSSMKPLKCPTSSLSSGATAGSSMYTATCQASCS
HT1080NT lethal: qHTS for induction of synthetic lethality in tumor cells producing 2HG: qHTS for the HT-1080-NT fibrosarcoma cell line; Potency, µM (series often up to 46.1 µM), without a hit: at the highest dose activity, negative = less viability, usual class: cytotoxic; 360,000 compounds, 1.6% hits; HT-1080-NT fibrosarcoma viability, CellTiter-Glo ATP luminescence, 48 h; AID 686970, 2013;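 further: NT is the 2HG producing partner of a matched IDH1 knockdown line; potency means the concentration at half of the fitted maximal effect; 0% = DMSO-treated cells and -100% = media-only wells without cells; nearly all actives have a fitted effect of over 55% in size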
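Viability by CellTiter-Glo luminescence after 48 h compound exposure at 37C of HT-1080-NT cells (750/well, RPMI, 5% FBS). % activity scaled between DMSO wells and medium-only wells, then curve-fitted and categorized by curve class.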
KB-V1 cytotox: qHTS assay for MDR1-selective chemotherapeutics: Primary screen using the drug-selected MDR subline cells KB-V1; KB-V1 MDR cells viability, CellTiter-Glo, 72 h; Potency, µM (highest dose often 46.1 µM), for the others: at the highest dose activity change, negative = cytotoxicity, hits mostly cytotoxic; 400,000 compounds, 3.4% hits; AID 1347076, 2019; further: potency means the concentration at half of the fitted maximal effect; on the % scale 0 is the no-effect control and ±100 the full control effect; nearly all actives have a fitted effect of over 60% in size
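Cytotoxicity via CellTiter-Glo luminescence after 72 h compound exposure at 37 degrees C. Cells: drug-selected KB-V1 line, DMEM phenol-red free plus 10% FBS. Compounds tested at multiple concentrations; normalized data fitted to concentration-effect curves.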
SW480 rereplic: A quantitative high throughput screen for small molecules that induce DNA re-replication in SW480 colon adenocarcinoma cells | 340,000 compounds, 1.8% hits | SW480 DNA re-replication, Hoechst DNA content imaging, 48 h | Potency, µM (doses to about 46.1 µM), for inactives: at the top dose re-replication activation, actives largely listed as activators | AID 624297, 2012; further: potency means the concentration at half of the fitted maximal effect; % of control where 0% means no effect; nearly all actives have a fitted effect of over 55% in size
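Compounds, transferred as 23 nL by pin tool, were incubated with cells for 48 hr; DNA content per nucleus was then quantified by Hoechst staining and fluorescence plate imaging.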
DRD3 agonist: qHTS of D3 Dopamine Receptor Agonist: qHTS; 410,000 compounds, 0.58% hits; max activation, %; D3R DiscoveRx beta-arrestin cells, luminescence, 90 min; D(3) dopamine receptor (Homo sapiens), P35462; in the data active means max activation above about 30%; further: 0% is about no effect; mostly tested at two doses, the higher about 12 µM
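Agonist-mode cell screen: cells plated at 1500/well and incubated overnight at 37 °C, then exposed to library compounds for 90 min at 37 °C. Detection reagent was added for 30–60 min at room temperature, and luminescence was read.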
An asterisk follows results filed as active; ? = inconclusive; . = not tested or not shown; & = joins results of further samples; ! = not active in a repeat; [ ] = another dose, or the depositor's remark. Unless noted, the call rests on the fitted dose curve; in most records, active means well fitted curve in the direction sought with a large enough effect; inconclusive means small, poorly fitted or top-dose-only effect, or another doubt; inactive means no such curve, though single readings can be large; an effect the other way counts as inactive or inconclusive.

Molecule	DRD3 antagonist	IL-1B inflam inh	HT1080 IDH1KD tx	KB-3-1 tox	GLP-1R agonist	HT1080NT lethal	KB-V1 cytotox	SW480 rereplic	DRD3 agonist
Cc1occc1C(=O)NNC(=O)C(c1ccccc1)c1ccccc1	-21.1	-7.6	-2.1%	1.7%	-11.1%	3.2%	?	2.7%	-10.7
CCCOc1ccc(CCC(=O)O)cc1	-4.6	5.0	-1.4%	-2.1%	-6.1%	4.9%	18.7%	-35.8%[inhibitor]	2.3
CCN(CC)CCn1c2c(c(SCC(=O)Nc3nc(C)cs3)nc1=O)CCC2	-1.9	-69.2*	-1.5%	-1.5%	-0.3%	-3.9%	0.0%	-4.3%	-3.1
Cc1ccc(CN2C(=O)C(Cc3ccccc3)Nc3ncnc(N4CCCCC4)c32)cc1 (centres undefined)	-83.8*!	-18.7&2.2	-3.7%&-16.9%	0.0%&0.0%	4.7%&3.3%	-1.1%&-4.4%	2.3%&10.8%	0.1%	-21.5&-3.3
Cc1cc(C(=O)OCC(=O)Nc2cc(Cl)ccc2C)c(C)o1	2.2	-1.0	-5.1%	1.9%	19.9%	2.2%	-27.3%	-4.0%	-11.0
O=C(CCCN1C(=O)/C(=C/c2cccs2)SC1=S)Nc1cccc(C(=O)O)c1	-19.9	1.2	1.1%	2.0%	1.8%	-1.8%	?	0.5%	-6.1
Cc1c(Br)c(C(F)(F)F)nn1CC(=O)NCc1ccccc1	-4.1	-2.9	-2.1%	10.2%	-6.4%	-13.8%	22.6%	?	-3.8
Oc1ccc(Br)cc1-c1nc2cnccn2c1NC1CCCCC1	-11.5	-70.3*	-18.0%	-11.8%	0.0%	?	-8.2%	?	-20.6
CCCCNCCS(=O)(=O)NCc1ccccc1OC	?	16.3	1.8%	-6.7%	-0.2%	1.8%	-4.7%	-6.8%	-18.5
CCn1c2ccccc2c2cc(NC(=O)COC(=O)Cc3cn4ccsc4n3)ccc21	5.5	-5.6	-4.5%	-12.4%	1.2%	-6.6%	10.1%	-3.8%	-17.6

Single records (already shown). Order of screens: DRD3 antagonist	IL-1B inflam inh	HT1080 IDH1KD tx	KB-3-1 tox	GLP-1R agonist	HT1080NT lethal	KB-V1 cytotox	SW480 rereplic	DRD3 agonist
`CCCCNCCS(=O)(=O)NCc1ccccc1OC` reads ?	16.3	1.8%	-6.7%	-0.2%	1.8%	-4.7%	-6.8%	-18.5
`Cc1occc1C(=O)NNC(=O)C(c1ccccc1)c1ccccc1` reads -21.1	-7.6	-2.1%	1.7%	-11.1%	3.2%	?	2.7%	-10.7

(more compounds)
Molecule	DRD3 antagonist	IL-1B inflam inh	HT1080 IDH1KD tx	KB-3-1 tox	GLP-1R agonist	HT1080NT lethal	KB-V1 cytotox	SW480 rereplic	DRD3 agonist
Cc1ccc(C)c(C(=O)C(C)Sc2nc3nn(-c4ccccc4)c(=O)c-3c3n2CCCCC3)c1 (centres undefined)	-7.1	0.0	8.6%	-10.2%	-3.2%	8.5%	-14.7%	-15.9%	-8.8
O=C(NCc1nc(-c2ccc(Cl)cc2)no1)c1ccc2c(c1)OCO2	-13.8	-4.8	-10.4%	-20.1%	1.7%	-25.8%	?	3.4%	-5.5
Oc1ccc(C[C@@H](CN2CCCC2CN2C(=S)NC[C@@H]2Cc2ccccc2)N2C[C@H](Cc3ccccc3)N(CC3CCCCCC3)C2=S)cc1 (some centres undefined)	-14.7	-7.5	-14.6%	-18.9%	-7.7%	-3.5%	?	.	-10.2
COc1cccc(NCc2cccn2-c2nnc(N3CCC(C)CC3)s2)c1	.	.	.	0.0%	-6.8%	.	?	.	-1.7
CCn1c(CC(=O)Nc2ccccc2F)nnc1SCC(=O)NC1=NCCS1	-18.3	5.7	5.0%	-4.5%	-3.3%	6.4%	18.6%	.	-9.0
NC(=O)c1cccc(NC(=O)Nc2ccc(Cl)cc2)c1	-3.5	-10.5	18.4%	-0.8%	-0.5%	8.4%	-3.8%	1.4%	1.4
Cc1cc(N2CCOCC2)n2nc(C)c(-c3ccccc3Cl)c2n1	-21.1	32.6	-10.2%	-5.5%	-1.9%	-4.3%	-4.4%	-23.8%	-1.4
O=C(C1CN(C(=O)c2cc3ccccc3o2)c2ccccc2O1)N1CCCCC1 (centres undefined)	-2.9	-17.8	-9.9%	0.1%	3.9%	-8.3%	?	.	-10.5
CCOc1ccc(N(CC(=O)NC2CC3CCC2C3)S(=O)(=O)c2ccc(C)cc2)cc1 (centres undefined)	-22.8	0.0	-14.7%	-27.9%	-3.5%	-11.1%	0.0%	?	-7.7
O=C(Nc1cccc(C(F)(F)F)c1)c1ccc2nc(N3C(=O)CCC3=O)sc2c1	-25.4	-15.6	3.7%	9.2%	0.4%	10.5%	0.3%	-9.3%	-8.4
COc1ccccc1NC(=S)N1CCC(c2nc3ccccc3o2)CC1	-10.2	9.7	6.4%	-4.1%	-1.0%	-0.4%	-6.0%	-7.2%	0.6
COc1ccccc1-c1ccc(SCc2ccccc2F)nn1	-13.6	-60.3*	-19.8%	0.0%	7.1%	-7.4%	?	1.4%	1.9
Cc1cc(C)n(CC(=O)NNC(=O)c2cccc(C(F)(F)F)c2)n1	-1.9	2.0	18.1%	4.6%	4.2%	14.9%	6.4%	-3.9%	2.4
OCc1nc2ccccc2n1CC(O)Cn1ccc2ccccc21 (centres undefined)	26.5	-5.0	-8.2%[9.24 µM]	?	-7.5%	-20.2%	20.6µM*	-2.7%	9.2
CC(C)CC(=O)Nc1ccc(Nc2ccccc2)cc1	-3.2	-12.2	3.1%	22.9%	-17.4%	-4.8%	4.2%	4.5%	-3.5
COc1cccc(C=NNc2nnc(NN=Cc3cccc(OC)c3OC)c3ccccc23)c1OC	-11.1	-63.3*	-11.0%	?	18.5%	-16.3%	?	-4.3%	-5.0
COc1ccc2nc(C)cc(Nc3ccccc3OC)c2c1	?	26.9	-10.1%	-8.8%	-2.7%	-4.8%	-0.5%	.	-6.0
CC(=O)N1CCN(CCN=CC2=C(O)CC(C)(C)CC2=O)CC1	3.2	18.4	-15.1%	-17.2%	-0.7%	13.6%	-1.9%	3.6%	4.6
COc1ccc(NS(=O)(=O)c2ccc(NC(=O)C(CCSC)NC(N)=O)cc2)cc1 (centres undefined)	-2.8	21.2	-1.3%	8.1%	-1.4%	2.8%	0.1%	-5.0%	0.4
O=c1cc(N2CCCCC2)c(-c2ccccc2)n[nH]1	14.4	40.6	22.0%	-15.0%	5.7%	-3.4%	-8.4%	-2.5%	9.5
O=C(COc1ccc(Cl)cc1[N+](=O)[O-])N1CCCCC1	-5.2	6.6	10.6%	3.3%	10.2%	3.8%	-7.7%	3.8%	-12.1
Cc1cccc(C)c1NC(=O)CCN1C(=O)C2C3CCC(C3)C2C1=O (centres undefined)	14.6	-1.6	1.9%	-5.0%	-6.4%	0.9%	11.2%	-12.5%	2.9
O=C(CN(Cc1ccco1)Cc1cccs1)N1CCN(S(=O)(=O)c2cccc(F)c2)CC1	0.1	-24.3	-16.9%	-0.3%	7.2%	-1.2%	?	-22.8%	-0.8
C=C1C[C@]23C[C@@]1(O)CC[C@H]2[C@@]12C=C[C@H](O)[C@@](C)(C(=O)O1)[C@H]2[C@@H]3C(=O)O	23.6&26.1	7.3&-7.6	-11.2%&3.0%	0.0%&0.0%	-0.9%&-0.3%	15.4%&-16.5%	10.4%&13.9%	-36.1%&-8.4%[inhibitor]	24.1&4.4
Cc1ccc(-c2nnc(NCc3nc4ccccc4[nH]3)c3ccccc23)cc1S(=O)(=O)N1CCOCC1	34.0	-8.8	-4.9%	-29.9%	-13.8%	-2.9%	-25.4%	6.9%	-10.5
CC(=O)N1CCN(C(=O)COC(=O)c2ccc(S(C)(=O)=O)cc2)CC1	0.4	6.3	6.8%	9.0%	11.2%	?	12.2%	-10.5%	10.5
COC(=O)C1=C(C(=O)OC)[C@@H]2N(C)c3ccc(OC)cc3[C@@]23C[C@@H](C(=O)OC)N(C(=O)NCCBr)C3=N1	-10.5	-6.3	-7.0%	12.2%	13.1%	0.0%	0.3%	1.4%	20.9
N#Cc1nc(COc2ccc(F)cc2)oc1N1CCCCC1	-11.2	8.7	15.7%	-3.2%	-10.1%	-1.5%	0.0%	-4.9%	4.9
COc1ccc(C(C)NC(=O)CCc2ccccc2)cc1 (centres undefined)	16.5	8.6	2.7%	-5.6%	-0.6%	15.0%	-1.4%	1.3%	1.3
Cc1cccc(OCc2n(CC(=O)OC3CC(C)CCC3C(C)C)c3ccccc3[n+]2C)c1 (centres undefined)	-6.3	-97.6*	8.2µM*	?	11.4%	18.4µM*	?	?	-12.5
CCOCCOC(=O)COc1ccc2c(=O)c(Oc3ccc(OC)cc3)coc2c1	0.0	9.8	11.3%	2.6%	9.4%	10.3%	?	9.5%	2.0
CC(OC(=O)c1cccc(NS(C)(=O)=O)c1)C(=O)Nc1ccc(N2CCOCC2)cc1 (centres undefined)	-11.9	3.7	5.3%	-3.1%	10.7%	6.6%	13.4%	-1.0%	-2.2
COc1ccc2cc(C#N)c(SCC(=O)N3CCCC3)nc2c1	-8.1	-10.4	4.5%	?	2.1%	-3.3%	?	1.0%[9.22 µM]	2.3
O=C(Nc1ccc(Cl)cc1)N(Cc1nc2ccccc2c(=O)[nH]1)Cc1cccs1	30.3	?	-18.4%	-26.8%	0.2%	-11.6%	?	-3.4%	1.4
